# High-throughput results from PubChem.
# CDK5 inh – inhibitors of human CDK5/p35 kinase. Q00535+Q15078. Recombinant CDK5/p35, ADP-Glo luminescence, 60 min. inhibition, % at 10 µM. hit rate 0.01% among 330,000. AID 488839;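 active = highest replicate inhibition of at least 50% and at least 75% of replicates reaching 50%; inconclusive = only one of the two criteria met; inactive = both criteria failed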;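 also: plate controls were DMSO neutral control for no effect and GW8510 at 10 µM for full effect; many of its hits are not listed in these tables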
# Target sequence (Q00535 whole entry, looked up): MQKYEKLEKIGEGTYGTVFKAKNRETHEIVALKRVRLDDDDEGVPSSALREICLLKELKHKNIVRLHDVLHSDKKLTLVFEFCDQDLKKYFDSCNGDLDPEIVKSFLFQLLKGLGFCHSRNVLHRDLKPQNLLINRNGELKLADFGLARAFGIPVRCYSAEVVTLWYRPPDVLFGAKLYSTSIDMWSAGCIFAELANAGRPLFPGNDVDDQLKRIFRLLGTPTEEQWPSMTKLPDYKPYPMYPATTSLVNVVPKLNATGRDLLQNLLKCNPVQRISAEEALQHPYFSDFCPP
# Target sequence (Q15078 whole entry, looked up): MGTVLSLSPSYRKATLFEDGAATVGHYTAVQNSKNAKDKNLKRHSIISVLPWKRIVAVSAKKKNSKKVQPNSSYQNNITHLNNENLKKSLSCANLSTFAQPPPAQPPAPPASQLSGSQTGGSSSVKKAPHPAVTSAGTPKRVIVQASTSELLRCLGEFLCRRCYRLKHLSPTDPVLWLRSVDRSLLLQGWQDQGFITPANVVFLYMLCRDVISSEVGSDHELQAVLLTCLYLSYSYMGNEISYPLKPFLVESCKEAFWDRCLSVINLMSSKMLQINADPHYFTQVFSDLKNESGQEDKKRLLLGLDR
# V-ATPase pH – yeast V-ATPase proton transport regulation by pHLuorin; S. cerevisiae, pHLuorin cytosolic pH fluorescence; response, % at 10 µM; hit rate 0.37% among 350,000; AID 504577; in the data active = response mostly above about 7.3%, no sharp cut-off; inactive = mostly below about 5.4%; also: actives read high; inactives centre near 0; some compounds called inactive have numbers as strong as hits; reference of the scale not given here
# PvdQ acylase – blocks Pseudomonas aeruginosa PvdQ acylase activity. hit rate 0.063% among 340,000. inhibition, % at 10 µM. purified PvdQ acylase, fluorescence plate reader; in the data active = inhibition above about 30%, passing the limit was not always enough; inconclusive = no clear call, values can overlap the other calls;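 also: 0% = vehicle neutral wells and 100% = reference inhibitor wells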
# HTR5A ag – counter-screen for OPRM1-OPRD1 agonists: human HTR5A agonism; HTR5A agonist assay, luminescence, cell-based; activation, % at 9.3 µM; hit rate 0.61% among 340,000; AID 504692; in the data active = activation mostly above about 9.5%, no sharp cut-off; inactive = mostly below about 7.6%;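 also: 0% = cells with vehicle only and 100% = reference agonist; strong numbers were not always called active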
# dFosB act – activators of mouse delta FosB homodimer; P13346; purified delta FosB, TAMRA-CDK5 oligo fluorescence polarization; percent of positive-control signal above neutral wells; activation, % at 25 µM; hit rate 0.99% among 340,000; AID 493131;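 active = mean activation above about 17%, with every replicate also reaching it, limit read from the data, passing the limit was not always enough; inconclusive = only one of the two conditions met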;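 also: fluorescence polarization rise as delta FosB binds a TAMRA Cdk5 AP-1 oligo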
# Target sequence (P13346 whole entry, looked up): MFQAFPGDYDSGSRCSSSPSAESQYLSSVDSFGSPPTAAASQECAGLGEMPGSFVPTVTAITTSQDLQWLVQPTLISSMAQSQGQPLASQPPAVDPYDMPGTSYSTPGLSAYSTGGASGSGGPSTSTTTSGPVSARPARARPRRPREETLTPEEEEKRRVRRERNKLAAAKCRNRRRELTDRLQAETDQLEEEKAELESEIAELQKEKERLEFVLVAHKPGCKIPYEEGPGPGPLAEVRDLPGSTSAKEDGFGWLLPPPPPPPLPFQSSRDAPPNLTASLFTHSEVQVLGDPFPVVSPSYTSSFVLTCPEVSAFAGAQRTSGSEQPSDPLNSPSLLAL
# NSD2 inh – inhibitors of human histone methyltransferase NSD2; O96028; NSD2 peptide methylation, AlphaScreen, 120 min; inhibition, % at 12.5 µM; hit rate 0.54% among 310,000; in the data active = inhibition above about 50%
# Wnt bcat act – Wnt/beta-catenin pathway activation. Wnt/beta-catenin reporter cell assay, activator, plate reader. AID 743398. activation, % at 9.35 µM. hit rate 1.2% among 300,000; in the data active = activation above about 30%, passing the limit was not always enough; inconclusive = no clear call, values can overlap the other calls;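 also: 0% = neutral control wells and 100% = positive control wells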
# SR-BI HDL uptake – mouse SR-BI HDL lipid transfer inhibition; ldlA[mSR-BI] CHO cells, DiI-HDL uptake fluorescence, 3 h; hit rate 0.96% among 320,000; Q61009; AID 488896; inhibition, % at 12.5 µM;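 active = mean replicate inhibition of at least 70% and a set share of replicates each scoring 70 or more; inconclusive = meets just one of the two criteria; inactive = fails both criteria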;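 also: 0% = median of neutral control wells and 100% = median of positive control wells; values of inactives mirror those of a sister screen read the other way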
# HTR5A inv ag – HTR5A inverse agonism, opioid heterodimer counter-screen; hit rate 0.083% among 340,000; inhibition, % at 9.3 µM; P47898; HTR5A cell line, luminescence; AID 504634; in the data active = inhibition mostly above about 23%, no sharp cut-off; inactive = mostly below about 18%;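 also: 0% = cells with DMSO and 100% = no-cell wells with DMSO; some compounds called inactive have numbers as strong as hits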
# MITF act – activators of MITF-driven TRPM1 promoter activity in SK-MEL-5 cells. AID 588334. activation, % at 12.5 µM. hit rate 0.75% among 300,000. SK-MEL-5 TRPM1-promoter luciferase, 24 h; % of positive control, neutral wells = 0;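 active = mean activation of at least 80% with every replicate also reaching 80%; inconclusive = mean reaches 80% but some replicate falls short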;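 also: 0% = neutral control wells and 100% = parthenolide positive control wells; values of inactives mirror those of a sister screen read the other way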
# Numbers without * were called inactive; ? = inconclusive; . = no result given; & = joins results of further samples. Outcome played no part in choosing rows. Share with any hit: about 5%.
mol,CDK5 inh,V-ATPase pH,PvdQ acylase,HTR5A ag,dFosB act,NSD2 inh,Wnt bcat act,SR-BI HDL uptake,HTR5A inv ag,MITF act
CCOc1ccccc1N1CC(C(=O)Nc2ccc(S(=O)(=O)N3CCCCC3)cc2)CC1=O (centres undefined),-1.0,3,-18,4,2,1,-1,12,-10,-9
Cn1c(SCC(=O)c2ccc3c(c2)Cc2ccccc2-3)nnc1-c1cccc(N)c1,-0.6,0,-2,-1,-5,-1,-2,36,-16,4
COc1ccccc1NC(=O)/C(N=Nc1ccc(C)c(S(=O)(=O)Nc2ccccc2Cl)c1)=C(\C)O,-0.6,2,-12,-4,-3,-1,-4,47,15,7
O=C(O)c1ccccn1,-0.4,1,-15,-2,-1,.,-4,-2,6,2
O=C(NCC1CCCN(Cc2ccc3c(c2)OCCO3)C1)c1ccc2c(c1)OCO2 (centres undefined),1.3,2,11,3,-2,-2,0,-22,-10,-5
CC(C)c1ccc(NC(=O)c2cc(S(=O)(=O)N3CCCC3)c[nH]2)cc1,-2.9,4,-2,3,-5,.,-3,5,-9,.
Cn1nnnc1SCC(=O)N1CCN(S(=O)(=O)c2ccc(Cl)cc2)CC1,-4.2,1,-12,3,-8,-2,-1,-1,-8,8
Cc1cc(=O)oc2cc(NC(=O)Cc3ccccc3[N+](=O)[O-])ccc12,-1.0,-2,-15,0,5,-1,1,-22,1,.
COC(=O)CNC(=O)CSc1nc2sccc2c(=O)n1-c1ccccc1,-0.6,0,-5,3,-11,9,-2,-10,13,6
CCc1ccc2[nH]c(=O)c(CN(Cc3ccco3)S(=O)(=O)c3ccc4c(c3)OCCO4)cc2c1,0.4,-4,-12,-1,-4,-4,.,-2,2,0
COc1ccc(CCNc2ncnc3[nH]ncc23)cc1OC,-1.8,3,-2,1,-10,-2,.,13,14,-9
O=C(CSc1c2c(nc3ccccc13)CCC2)N1CCCC1,3.3,.,-12,-2,-1,2,4,5,3,2
O=C(NC1CCCCC1)N1CCSC1=Nc1ccccc1,-0.1,2,-9,7,-7,-3,.,10,-10,.
Cn1c(=O)n(CC(=O)NCc2cccnc2)c2ccccc21,0.9,-2,-5,.,-4,0,2,30,.,8
COc1cccc(Oc2c(C)oc3c(CN4CCOCC4)c(O)ccc3c2=O)c1,-0.2,-2,-4,1,-6,.,1,.,-21,-8
CCOc1ccc(C)cc1S(=O)(=O)n1ccnc1,0.1,-1,-12,0,3,23,-2,-7,16,-6
Nc1nnc(-c2ccc(Cl)c(Cl)c2)s1,-1.4,1,-11,-2,-21,-1,0,-11,15,26
CN(C(=O)Cn1c(=O)oc2ccccc21)C1CCCCC1,1.3,0,15,3,4,2,1,9,-10,4
COc1ccccc1-n1c(C)nc2cc(C(=O)O)ccc21,1.1,3,2,2,-3,2,-1,-15,-4,1
CCOC(=O)c1ccc(-n2ccnc2)c(NC(=O)c2ccc(Cl)cc2)c1,1.2,0,-5,2,-2,-1,0,-15,17,0
Cc1cc(NC(=O)CSC2=NS(=O)(=O)c3ccccc3N2)no1,0.9,-5,-16,-2,5,14,-2,-26,6,11
COc1ccc(NC(=O)c2cc(-c3ccc(C)cc3)on2)cc1OC,-1.9,9,8,7,0,-3,1,12,-18,6
CC(=O)SCC[N+](C)(C)C,0.0,2,-10,4,-1,.,0,-8,-27,0
COc1ccc(NC(=O)CN2CCc3ccccc3C2)c(OC)c1,1.4,2,-10,2,-2,3,2,23,-8,.
CC(=O)Nc1c2c3c(cccc3n(C)c1=O)C(=O)c1ccccc1-2,1.4,1,0,-6,-10,-4,.,4,-14,11
COC(=O)NCC(c1ccc2c(c1)OCO2)N1CCN(c2ccc(OC)cc2)CC1 (centres undefined),-0.1,6,-7,4,-13,21,-1,-4,-3,6
C=CCNC(=O)N[C@@H](Cc1ccccc1)C(=O)OC,1.1,-4,17,3,3,-1,3,-22,-1,.
CNc1ccccc1C(=O)OC(C)C(=O)Nc1ccc(Cl)cn1 (centres undefined),0.0,-2,-9,7,-9,-16,1,20,-19,0
Cn1cccc1Cc1nnc(SCC(=O)N2CCN(c3ccccc3)CC2)n1-c1ccc(F)cc1,-3.1,4,?,-4,-15,2,.,13,-18,-3
Clc1ccc(CSc2nnc(-c3ccccn3)n2Cc2ccco2)c(Cl)c1,-1.9,7,10,-2,-6,.,.,17,14,-8
Cc1ccc(S(=O)(=O)N2CCOCC2)cc1NC(=O)COC(=O)c1cnc(Cl)c(Cl)c1,-1.1,3,-8,-4,-4,3,0,-20,10,-5
CCc1nnc(NC(=O)CSc2nnc(-c3ccccc3OC)n2-c2ccccc2)s1,0.2,2,7,-4,-6,.,-3,-53,-13,-10
CCC(C)NCCCOc1ccc(C)cc1OC (centres undefined),-0.3,4,4,-2,0,35,-2,-23,-23,2
COCCNC(=O)c1cc(-c2ccccc2)n(Cc2cc(C)no2)n1,-0.6,-1,-16,10,-8,.,-3,-14,-28,2
CCCN(C(=O)Cc1csc(-c2ccccc2)n1)C1CCS(=O)(=O)C1 (centres undefined),0.1,6,-5,5,-5,1,-2,-5,-12,-3
C=CCNC(=S)NNC(=O)c1ccc(OCCC)cc1,-3.8,1,-1,-3,-4,-2,.,19,-23,0
OC1(c2nc3ccccc3[nH]2)CCCCC1,0.2,-1,-2,2,3,.,-1,-13,-5,-10
COc1ccc(Cn2ccnc2)cc1Br,-0.1,-1,2,0,-6,1,.,4,-1,14
Cc1nc(C(=O)Nc2ccccc2)sc1C1(C)CC(c2cccc([N+](=O)[O-])c2)=NO1 (centres undefined),1.1,-2,-9,-1,-6,.,-2,55,-6,26
CCC(=O)c1ccc(OCC(=O)OCC(=O)N2c3ccccc3CC2C)cc1 (centres undefined),0.1,2,-4,-1,8,-2,-3,3,9,5
O=C(Nc1ccc(F)cc1)N1CCC(c2nc3c(nnn3Cc3ccccc3Cl)c(=O)[nH]2)CC1,-2.3,0,-18,1,-17,-4,-2,22,-3,-23
Cc1ccc2nc(N(CCCN(C)C)C(=O)COc3ccc(Cl)cc3)sc2c1,-2.9,1,-18,5,-72,-2,1,-9,-16,-27
O=C(c1cc(-c2ccco2)on1)N1CCN(c2ccccc2)CC1,-0.9,0,-8,1,-6,.,7,-4,4,.
Cc1ccc(C)c(N2CCN(C(=O)c3ccc(N4CCCC4=O)cc3)CC2)c1,-5.0,-3,-21,5,-2,.,.,25,3,.
COc1ccc(C(C(=O)NC(C)(C)C)N(C(=O)Cn2nnc3ccccc32)c2ccc(C(C)=O)cc2)cc1O (centres undefined),0.2,2,-6,2,-8,8,2,-28,-7,12
CNC(=O)/C(C#N)=c1\s/c(=C/C(=O)OC)c(=O)n1-c1ccccc1,0.6,2,-2,0,2,10,2,-5,-19,-8
Cc1cc(-n2nc3ccccc3n2)c(O)c([N+](=O)[O-])c1,-0.6,-1,1,7,3,6,-1,-7,5,.
CC#C[C@]1(O)CC[C@H]2[C@@H]3CCC4=CC(=O)CCC4=C3[C@@H](c3ccc(N(C)C)cc3)C[C@@]21C,-0.3,-72,-10,-2,-3,.,-7&-4,6,7,-3
Cn1c(CCNC(=O)c2cccs2)n[nH]c1=S,-0.1,0,-6,2,6,-1,0,.,-5,6
CC(=O)c1cc(CN2CCN(C3CCN(C(C)C)CC3)C(CCO)C2)cs1 (centres undefined),0.0,2,-5,5,-3,2,1,-23,6,-12

# (next part)
mol,CDK5 inh,V-ATPase pH,PvdQ acylase,HTR5A ag,dFosB act,NSD2 inh,Wnt bcat act,SR-BI HDL uptake,HTR5A inv ag,MITF act
CCOc1cc(C(=S)N2CCOCC2)ccc1OS(=O)(=O)c1ccccc1,.,1,12,6,-6,0,.,-2,14,0
Cc1cc(C(=O)CN2C(=O)C(=O)N(Cc3ccccc3)C2=O)c(C)n1-c1ccccc1F,0.0,0,-9,3,-11,-2,2,0,-10,-12
CCn1c(COc2c(C)cccc2C)nnc1SCc1nc2ccccc2c(=O)[nH]1,0.9,3,2,1,-9,1,-3,33,6,-4
O=C(Nc1nccs1)c1ccc(COc2ccc(F)cc2)o1,-0.7,-3,1,1,5,-1,24,-8,-31,50
CCC(C(=O)N/N=C(\C)c1cccnc1)c1ccccc1 (centres undefined),1.9,5,0,1,1,-1,3,-14,-7,-1
Cn1c(CN2CCOCC2)nnc1SCC(=O)Nc1ccc2c(c1)OCCO2,-6.5,1,-2,1,3,-6,.,-6,-15,-5
COc1cc(OC)cc(C(=O)Nc2ccc(-c3nc4ccccc4o3)cc2)c1,3.4,4,-7,2,1,-1,.,.,-4,-6
CC(C)Nc1nc(NC(C)C)nc(Oc2ccc(OCc3ccccc3)nn2)n1,-1.3,-1,-15,2,-12,2,.,4,-5,-11
Cc1ccc(CN=Cc2[nH]c3ccc(Br)c(Cl)c3c2O)cc1,-0.1,-2,-6,3,-13,3,0,-13,-8,-25
CCN1CCN(Cc2c3ccccc3cc3ccccc23)CC1,0.3,-5,-5,-4,-6,.,49*,27,11,20
O=C(NCc1ccco1)C(c1ccccc1)N(CC1CCCO1)C(=O)Cn1nnc2ccccc21 (centres undefined),-0.3,2,1,2,-5,0,.,-25,-5,-6
CSCCC(NC(=O)c1ccccc1)C(=O)NNC(=O)c1ccccc1 (centres undefined),0.6,1,6,-2,-3,13,0,10,5,-1
O=C(Nc1cccnc1)c1sc2cccc(F)c2c1Cl,0.0,-4,-12,1,-23,-2,8,11,-2,72
C=CCn1c(SCC(=O)Nc2sccc2C(N)=O)nc2sc(CC)cc2c1=O,2.1,-4,3,6,-14,0,.,36,-21,-29
C=CCSc1nc2sc(C)c(C)c2c(=O)[nH]1,0.3,4,-2,-4,1,.,-2,-11,11,8
CC(C)(C)NC(=S)N/N=C/c1c(Cl)cccc1Cl,-0.3,-1,-11,0,-4,-2,1,6,7,.
COc1ccc(NC(=O)c2oc3ccccc3c2C)cn1,0.8,2,-2,2,-16,-3,16,9,16,46
O=C(c1cc(C2CC2)on1)N1CCOCC1,-0.2,0,-6,0,-3,.,-3,-5,-1,.
COC(=O)c1ccc(/C=C2\N=C(SC)SC2=O)cc1,1.5,4,-16,5,0,-1,.,-1,13,-9
COc1ccc(OC)c(NC(=O)COC(=O)c2ccc(OC)c(S(=O)(=O)N3CCCC3)c2)c1,-2.2,.,-2,3,-7,-2,-2,27,-6,4
CCOC(=O)C1=CN(Cc2cccc(F)c2)S(=O)(=O)NC1c1ccc(F)c(Cl)c1 (centres undefined),-4.3,-1,-2,2,-14,.,-3,9,-7,-4
O=C(COc1ccccc1F)Nc1ccc(S(=O)(=O)Nc2nccs2)cc1,-1.4,-1,8,-1,-6,2,-2,-9,2,1
CCCc1nc2ccccc2c(=O)n1NC(=O)c1c(O)c2cccc3c2n(c1=O)CCC3,0.7,-3,-15,4,-17,-2,.,.,-28,1
CN1CCN(S(=O)(=O)c2ccc(NC(=O)c3ccc(Br)o3)cc2)CC1,0.4,0,-12,1,-17,1,-4,6,-17,.
C#CCOc1c(Cl)cc(/C=N/O)cc1OC,3.2,-2,-2,3,7,-2,-2,-31,-31,2
CC(C)(C)OC(=O)C(C(=O)OC(C)(C)C)c1ccc(Cl)nn1,0.7,3,-6,0,-13,-4,-2,13,1,-4
Fc1ccc(-n2nnc(-c3cccnc3Cl)n2)cc1,0.0,0,0,2,-3,.,17,-12,10,65
COc1ccc(C2CC(=O)c3cc(OC)c(OC)cc32)cc1OC (centres undefined),0.0,-2,-9,.,-7,-2,-1,0,.,.
